Screens: PubChem BioAssay, Sanford-Burnham Center for Chemical Genomics
DUSP3 inh = VHR1 (DUSP3) phosphatase inhibition. recombinant VHR phosphatase, colorimetric substrate read-out. inhibition, % at 20 µM. 0.7% of 50,000 active. AID 1992; in the data active = inhibition above about 60%; also: some results filed as inactive read as strong as hits
Target sequence (P51452 whole entry, looked up): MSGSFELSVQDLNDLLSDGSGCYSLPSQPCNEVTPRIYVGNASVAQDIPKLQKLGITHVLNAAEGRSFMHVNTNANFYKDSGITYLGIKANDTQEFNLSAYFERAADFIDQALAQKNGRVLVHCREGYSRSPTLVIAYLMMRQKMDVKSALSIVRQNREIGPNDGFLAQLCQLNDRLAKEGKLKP
* = called active by the depositor.

SMILES	DUSP3 inh
Cc1ccc(C2CC(C(F)(F)F)n3nc(C(=O)NCc4cccs4)cc3N2)cc1 (stereo unspecified)	11
O=C(N/N=C\c1c(Cl)cccc1Cl)c1cnccn1	-14
N#C/C(=C\c1ccc(C(=O)O)cc1)C(=O)NCc1ccco1	-3
Cc1ccc(C)c(NCc2cccnc2)c1	6
Cc1ccc(/C(O)=C2/C(=O)C(=O)N(CCCn3ccnc3)C2c2ccccc2)cc1 (stereo unspecified)	-10
CC(=O)Nc1ccc(C2Nc3cc(C)c(C)cc3NC3=C2C(=O)CC(C)(C)C3)cc1 (stereo unspecified)	100*
Clc1cc2c(cc1CSc1nnnn1-c1ccccc1)OCO2	112*
CN(Cc1ccccc1)C(=O)c1ccc2c(c1)OCCO2	31
O=CN1CCN(C(=O)COc2ccc3ccccc3c2)CC1	-20
CCCCCCN1C(=O)/C(=C2\SC(=O)NC2=O)c2ccccc21	-5
COc1ccc(CCNC(=O)CSc2cccc3cccnc23)cc1OC	-6
FC(F)(F)c1cccc(NC(=S)Nc2ccccc2)c1	-14
COC(=O)c1c(NC(=O)C2CC=CCC2C(=O)O)sc2c1CCC(C(C)(C)C)C2 (stereo unspecified)	2
CC(C)c1ccc(NC(=O)CN(c2ccc(Cl)cc2)S(C)(=O)=O)cc1	-3
COc1cc(/C=C2\C(=O)NN(c3ccccc3)C2=O)ccc1OCC(=O)O	13
NS(=O)(=O)c1ccc(N=C2c3ccccc3C(=O)C2c2ccccc2)cc1 (stereo unspecified)	-20
O=C(O)c1ccccc1NC1=C(Cl)C(=O)N(c2cccc(Cl)c2)C1=O	-19
COc1ccc(/C=N/NC(=O)CC2C(=O)NN=C2C)cc1 (stereo unspecified)	16
COc1ccc(C2CC(=O)C3=C(C2)Nc2ccccc2NC3c2ccccc2OC)cc1 (stereo unspecified)	2
O=C1/C(=C\c2ccc(I)cc2)SC(=S)N1c1cccc(Cl)c1	-6
COc1ccc(C(NC(=O)/C=C\c2ccco2)c2ccc(OC)cc2)cc1	23
CCOc1ccc(Cl)cc1/C=c1\sc2nc3ccccc3n2c1=O	2
CCOC(=O)c1ccc(NCCC(=O)c2cccs2)cc1	8
Cc1ccccc1-n1c(/C=C/c2ccc(Br)cc2)nc2ccccc2c1=O	-9
CS(=O)(=O)N(CC(=O)Nc1ccc(Cl)cc1)c1ccc(Br)cc1	-14
SMILES	DUSP3 inh
COC(=O)C1=C(C)NC(=S)NC1c1ccc(SC)cc1 (stereo unspecified)	22
Cc1ccc(N2CC(C(=O)NCc3ccco3)CC2=O)cc1 (stereo unspecified)	-14
Cc1cc(C=C2C(=O)NC(=S)NC2=O)c(C)n1-c1ccc(Cl)cc1	9
CC(C)N/C=C(/c1cc(O)ccc1O)[N+](=O)[O-]	6
S=C(NCCc1c[nH]c2ccccc12)Nc1ccc(Cl)cc1Cl	0
C#CCC(CC#C)(C(=O)OC)C(=O)OC	2
CCOC(=O)c1[nH]c2c(C)cccc2c1CCN1C(=O)c2ccccc2C1=O	3
O=C(O)CC1S/C(=N/N=C2/C(=O)Nc3ccccc32)N(c2ccc(O)cc2)C1=O (stereo unspecified)	-7
CC(C)(C)NC(=O)c1cc2nc(-c3ccccc3)cc(C(F)(F)F)n2n1	-17
Cc1ccc(C(=O)Cn2c(NCCCO)nc3ccccc32)cc1	-15
O=C(c1ccc(F)cc1)N1CCN(Cc2ccc3c(c2)OCO3)CC1	0
COc1ccccc1-c1coc2c(CN3CCN(C)CC3)c(O)ccc2c1=O	-10
CCOc1ccc(NC(=O)CN(c2ccc(Oc3ccccc3)cc2)S(C)(=O)=O)cc1	-5
CCOC(=O)c1ccc(-c2ccc(C=C3C(=O)NC(=S)NC3=O)o2)cc1	-27
O=S(=O)(CCc1nc2ccccc2o1)c1ccc(Cl)cc1	2
COCCCNC(=O)/C=C/c1ccc(C)cc1	8
CC(C)CNc1nc(-c2ccc(Cl)cc2)nc2ccccc12	0
COc1c(Cl)cc(C(=O)Nc2cc(-c3nc4cc(Cl)ccc4o3)ccc2C)cc1Cl	-4
Cc1[nH]n(-c2ccccc2)c(=O)c1C=O	-35
CC1=C(C(=O)OCc2ccccc2)C(c2ccccc2[N+](=O)[O-])CC(=O)N1 (stereo unspecified)	97*
O=C1/C(=C\c2cccnc2)CN(Cc2ccccc2)C/C1=C\c1cccnc1	-23
CC(C)(C)c1ccc(C=NN2CCN(Cc3ccccc3Cl)CC2)cc1	-11
O=C(NCc1cccnc1)c1ccc(Br)o1	-1
COc1cc(/C=C2/SC(=S)N(C)C2=O)cc(Cl)c1OCCOc1ccc(C(C)(C)C)cc1	3
Cc1ccc2c(c1)C(C)(c1ccccc1)CC(C)(C)N2C(=O)CN1C(=O)C2CCCCC2C1=O (stereo unspecified)	-10

Molecules from the list above that contain a nitro group on carbon, in the order listed:
SMILES	DUSP3 inh
CC(C)N/C=C(/c1cc(O)ccc1O)[N+](=O)[O-]	6
CC1=C(C(=O)OCc2ccccc2)C(c2ccccc2[N+](=O)[O-])CC(=O)N1 (stereo unspecified)	97*

The list goes on.
SMILES	DUSP3 inh
O=C1CC(N2CCN(c3ccc(Cl)cc3)CC2)C(=O)N1c1ccc(Cl)c(Cl)c1 (stereo unspecified)	-21
Cc1ccc(C(=O)CSc2nc3ccccc3c(=O)[nH]2)cc1C	-13
COCC(O)Cn1c2ccccc2c2ccccc21 (stereo unspecified)	-3
Cc1nc(-c2ccccc2)sc1C(=O)Nc1cccc2ccccc12	-9
Cc1ccc(-c2csc(NC(=O)Nc3cccc(Cl)c3)n2)cc1	4
O=c1cc(-c2ccccc2)nc(NNc2ccccc2)[nH]1	7
O=C(COc1ccccc1)NCCCNC(=O)COc1ccccc1	-2
CCOC(=O)C(=Cc1cc(OC)c(O)c([N+](=O)[O-])c1)C(=O)OCC	-12
COc1ccc(/C=N/NS(=O)(=O)c2ccc(C(C)(C)C)cc2)c(OC)c1	8
CC(C)(C)c1ccc(OCC(=O)Nc2cccc(OC(F)(F)F)c2)cc1	-17
CCOC(=O)c1cnc2c(C)c(-c3ccccc3)[nH]n2c1=O	0
N#C/C(=N/Nc1ccc(Cl)cc1)C(=N)N1CCCCCC1	-22
CSc1ccc(/C=N/NC(=O)COc2c(Br)cc(Br)cc2Br)cc1	-5
CC(C)(C)CC(C)(C)NC(=O)CSc1nc2ccccc2[nH]1	-8
COc1ccc(Cl)cc1NC(=O)CCCOc1ccc(Cl)cc1Cl	-5
COc1cccc(C2C(C(=O)Nc3ccccc3)=C(C)N=c3s/c(=C\c4ccc(N(C)C)o4)c(=O)n32)c1 (stereo unspecified)	18
O=S(=O)(Oc1ccc2ccccc2c1)c1ccc(F)cc1	-2
CC1CCN(S(=O)(=O)c2cccs2)CC1	2
CCOC(=O)c1c(NC(=O)c2ccc([N+](=O)[O-])cc2)sc2c1CCCCCC2	-24
O=C(Cc1ccc(F)cc1)NCC1CCCO1 (stereo unspecified)	-4
O=C(NC12CC3CC(CC(C3)C1)C2)C1CC(=O)N(c2ccc(Br)cc2)C1 (stereo unspecified)	-4
O=C(NCCC(c1ccccc1)c1ccccc1)C1CCCCC1	9
Cc1ccccc1C(=O)NN1CCOCC1	-6
Cc1cccc(C(=O)Nc2sc3c(c2C(=O)N2CCCCC2)CCCCC3)c1	3
CN(C1CCS(=O)(=O)C1)S(=O)C12CC3CC(CC(C3)C1)C2 (stereo unspecified)	-8
SMILES	DUSP3 inh
COc1cc(/C=C2/C(=O)NN(c3ccccc3)C2=O)ccc1O	1
CCOC(=O)c1c(N)sc(C(=O)N2CCCCCC2)c1C	-11
Cc1ccc(C(C)(C)C)c(OCC(=O)Nc2ccccc2C(F)(F)F)c1	-2
COC(=O)c1ccc(C(=O)OC)c(NC(=O)COc2cc(C)ccc2C(C)C)c1	-8
COc1ccccc1/C=C1\SC(=S)N(NC(=O)Cc2ccccc2)C1=O	-15
Cc1ccc([N+](=O)[O-])cc1N/C=C/C(=O)c1ccccc1	-34
CCOc1cccc(NC(=O)Nc2cccc(C(F)(F)F)c2)c1	-14
N#C/C(=C\c1cn(CC(=O)Nc2ccccc2)c2ccccc12)C(=O)Nc1ccc(F)cc1	23
CN1C(=O)/C(=C\c2nc3ccccc3c(=O)n2-c2ccccc2)c2cc(Br)ccc21	-15
NC1=NC(=O)/C(=C/c2ccc(-c3ccc([N+](=O)[O-])cc3Br)o2)S1	-1
Cc1oc2c(cc(O)c3ccccc32)c1C(=O)c1ccccc1	3
Cc1ccc(-c2nnc(NC(=O)Nc3ccc(Cl)cc3)s2)cc1	-6
O=C1N=C(c2ccccc2)S/C1=C\c1ccccc1	4
Cc1ccc(S(=O)(=O)Nc2ccccc2C(=O)Nc2cccc3c2C(=O)c2ccccc2C3=O)cc1	-6
COc1ccc(NC(=O)c2ccc(Br)o2)cc1OC	-1
COc1cccc(/C=N/N2C(=O)c3cccc4cccc(c34)C2=O)c1OC	-16
CC(C)CC(NC(=O)/C(=C\c1ccc(Cl)cc1)NC(=O)c1ccco1)C(=O)OCc1ccccc1 (stereo unspecified)	-26
COc1ccccc1-c1c(C(F)(F)F)oc2cc(OC(=O)C(C)(C)C)ccc2c1=O	11
COC(=O)C1=C(C)N(C)C(C)=C(C(=O)OC)C1c1cccc(Br)c1	-3
COc1cc(C(=O)Nc2c(C)cc(Br)cc2C)cc(OC)c1OC	-16
CCCc1ccccc1OCCNc1nc2c(c(=O)n(C)c(=O)n2C)n1C	5
Cc1ccccc1C(=O)NN1C(=O)/C(=C\c2ccc(N(C)C)cc2)SC1=S	-14
O=C(c1ccc([N+](=O)[O-])cc1)N1CCN(CCCc2ccccc2)CC1	17
COCCN1C(=O)/C(=C\c2ccc(Cl)cc2Cl)C(C(=O)OC)=C1C	-5
CCN(CC)CCCCCOc1ccccc1C	6
SMILES	DUSP3 inh
COc1ccc(/C=C/C(=O)NCC2(c3ccccc3)CCOCC2)cc1OC	-9
CC(/C=C/c1ccc2c(c1)OCO2)=N\NC(=O)COc1ccccc1[N+](=O)[O-]	-6
COc1ccccc1CN/C(C)=C(/C#N)C(=O)NCc1ccccc1	8
CCOC(=O)C1=C(c2ccccc2)NC(=O)NC1c1ccc(CC)cc1 (stereo unspecified)	-35
C=CCc1cc(/C=C2\C(=O)NC(=O)N(c3cc(C)cc(C)c3)C2=O)cc(OCC)c1O	-2
O=C(Nc1ccc([N+](=O)[O-])cc1O)C1CC1(c1ccccc1)c1ccccc1 (stereo unspecified)	7
COc1c(Cl)cc(Cl)cc1/C=C1\SC(NC(C)=O)=NC1=O	6
COc1ccccc1/C=C1\SC(=O)N(CCC(=O)Nc2ccc(S(=O)(=O)Nc3nccs3)cc2)C1=O	-8
CCCCc1c(C)nc(N/N=C/c2ccc(OC)c(OC)c2)[nH]c1=O	1
NS(=O)(=O)c1ccc(CNC2CC(=O)N(CCc3ccccc3)C2=O)cc1 (stereo unspecified)	-26
Cc1ccc(OCC(=O)N2CCN(C)CC2)c(Br)c1	-43
Cc1ccc(-n2[nH]c(C)c(C=Nc3ccc(N(C)C)cc3)c2=O)cc1C	-31
CCn1c(C(O)c2cc(OC)ccc2OC)nc2ccccc21 (stereo unspecified)	-25
CC1CCN(C(=O)c2ccccc2)CC1	-9
CCOc1ccc2c(c1)C(C)=CC(C)(C)N2C(=O)CN1C(=O)CCC1=O	8
Cn1c(NC(=O)c2ccc(Cl)cc2[N+](=O)[O-])cc(=O)n(C)c1=O	1
Cc1ccc2[nH]c(C)c(CC(=O)N/N=C/c3cccnc3)c2c1	-8
COC(=O)C1=C(C)N=c2s/c(=C\c3ccc(N(C)C)cc3)c(=O)n2C1c1ccccc1Cl (stereo unspecified)	-23
CCOc1ccc(C(=O)N2CCN(Cc3ccccc3)CC2)cc1OCC	-61
CCCC(=O)Nc1nnc(Cc2nnc(NC(=O)CCC)s2)s1	-16
CC1(C)CC(=O)C2=C(C1)N=C1c3ccccc3C(=O)C1C2c1cccs1 (stereo unspecified)	-26
O=C1N/C(=N/S(=O)(=O)c2ccccc2)S/C1=C/c1ccc(O)cc1	-12
COc1cc(/C=N/N2C(=O)C3C4C=CC(C4)C3C2=O)cc(I)c1OC (stereo unspecified)	-10
O=c1c(C=NCc2ccco2)c(-c2ccccc2)[nH]n1-c1nc2ccccc2s1	1
CCCCN(CCCC)C(=O)c1ccccc1	-3

Sorted by length of the SMILES (lowest first): some entries from above
SMILES	DUSP3 inh
COCC(O)Cn1c2ccccc2c2ccccc21 (stereo unspecified)	-3
CCOC(=O)c1c(N)sc(C(=O)N2CCCCCC2)c1C	-11
O=S(=O)(CCc1nc2ccccc2o1)c1ccc(Cl)cc1	2
COc1cc(C(=O)Nc2c(C)cc(Br)cc2C)cc(OC)c1OC	-16
Cc1ccccc1C(=O)NN1C(=O)/C(=C\c2ccc(N(C)C)cc2)SC1=S	-14
Cn1c(NC(=O)c2ccc(Cl)cc2[N+](=O)[O-])cc(=O)n(C)c1=O	1
CC(=O)Nc1ccc(C2Nc3cc(C)c(C)cc3NC3=C2C(=O)CC(C)(C)C3)cc1 (stereo unspecified)	100*

(more compounds)
SMILES	DUSP3 inh
Cc1cc(C)cc(-n2c(C)cc(/C=N/NC(=O)c3ccncc3)c2C)c1	35
Oc1ccc(/C=N/Nc2cc(N3CCCCC3)nc(N3CCCCC3)n2)c(O)c1	3
Cc1cc(OCC(=O)Nc2cccc(-c3nc4ncccc4o3)c2C)cc(C)c1Cl	-7
CCCCCCCCC(=O)N/N=C/c1ccsc1C	-12
O=C(O)CSCCS(=O)(=O)c1ccccc1	-2
COc1ccccc1C(=O)N1CCN(Cc2cccnc2)CC1	9
CCc1c(C)sc(NC(=O)C2C3C=CC(C3)C2C(=O)O)c1C(=O)OC(C)C (stereo unspecified)	5
CCOC(=O)CC(=O)c1c(C)[nH]c(C(=O)OCC)c1C	-6
COc1ccccc1C=C1C(=O)N(C)C(=O)N(C)C1=O	2
CCOc1cc(/C=C2/C(=O)NC(=O)N(c3ccccc3)C2=O)cc(Br)c1O	-9

Of the compounds above, these have a CF3 group.
SMILES	DUSP3 inh
Cc1ccc(C2CC(C(F)(F)F)n3nc(C(=O)NCc4cccs4)cc3N2)cc1 (stereo unspecified)	11
FC(F)(F)c1cccc(NC(=S)Nc2ccccc2)c1	-14
CC(C)(C)NC(=O)c1cc2nc(-c3ccccc3)cc(C(F)(F)F)n2n1	-17
CC(C)(C)c1ccc(OCC(=O)Nc2cccc(OC(F)(F)F)c2)cc1	-17
Cc1ccc(C(C)(C)C)c(OCC(=O)Nc2ccccc2C(F)(F)F)c1	-2
CCOc1cccc(NC(=O)Nc2cccc(C(F)(F)F)c2)c1	-14
COc1ccccc1-c1c(C(F)(F)F)oc2cc(OC(=O)C(C)(C)C)ccc2c1=O	11

Some of the compounds tested; count on the stated rates, not on these rows.
